# Tb PYK inh – blocks Trypanosoma brucei pyruvate kinase; Q57TT1; TbPYK enzyme, Kinase-Glo Plus ATP luminescence, 45 min; Potency, µM (series often up to 76.8 µM), inactives show top-dose activity, negative = inhibition, usual class: inhibitors; 0.12% of 410,000 active; AID 624173; active means well fitted inhibition curve with a large enough effect; further: nearly all actives have a fitted effect of over 50% in size
#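 Enzyme and substrate buffer are dispensed first and compound is pin-transferred. ADP at 130 uM final then starts the reaction, which runs 45 min at room temperature. Detection reagent is added for 10 min before luminescence is imaged.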
# Numbers without * were called inactive; [ ] = another dose, or the depositor's remark. On the % scale 0 is the no-effect control and ±100 the full control effect; potency means the concentration at half of the fitted maximal effect. Not all compounds are listed, so the mix of outcomes need not match the whole.
SMILES,Tb PYK inh
Cc1cc(Nc2ccc(F)cc2F)nc(-n2nc(C)cc2C)n1,-5%
Cc1cc(Br)cn2c(Cc3cccc(F)c3)c(-c3ccc(F)cc3)nc12,2%
Cc1c(C(=O)NCCC#N)sc(=O)n1Cc1ccc(F)cc1,1%
O=C(Nc1ccc(Cl)cc1)c1nc[nH]c1C(=O)Nc1ccccc1F,1%
CCc1nn(CC(=O)NCCCN(CC)CC)c(=O)c2cc3occc3n12,1%
OC(c1ccccc1)c1ncc(-c2cccc(F)c2)[nH]1 (stereo unspecified),5%
CC(C)NC(=O)c1ccc(CONC(=O)OCc2ccccc2)cc1,-13%
Cc1ccc(NC(=O)Cn2nnnc2-c2ccccc2N)cc1,-3%
COCCn1c(=O)c(-c2cccs2)nc2cnc(OCc3ccccc3)nc21,1%
O=C(Cn1nc(C(F)(F)F)c2c1CCCC2)Nc1cccc(Cl)c1,0%
Cc1cc(-n2c(=O)[nH]c(=O)n(C)c2=O)ccc1Oc1ccc(S(=O)(=O)C(F)(F)F)cc1,-8%
O=S1(=O)N[C@H](Cc2ccccc2)COc2cc(N3CC[C@H](O)C3)ccc21,1%
CCOc1ccc(-c2nnc(NC(=O)COc3ccccc3F)o2)cc1,0%
CS(=O)(=O)N(CC(=O)N1CCCC1)c1cccc(C(F)(F)F)c1,2%
COc1ccc(F)cc1-c1cc(NC=O)c2ncc(-c3cccc(C(=O)N(C)C)c3)n2c1,-6%
CNc1ccc(-c2nc(-c3ccncc3)no2)cc1[N+](=O)[O-],-26%
CCOCCCN(Cc1ccco1)S(=O)(=O)c1cc2c(cc1C)NC(=O)CO2,1%[15.4 µM]
Cc1cccc(-c2nn3c(=O)cc(CN4CCN(C(=O)c5ccccc5Br)CC4)nc3s2)c1,1%
Cc1c(NC(=O)c2ccc(-c3ccc(F)cc3)o2)cccc1-c1nc2ncccc2o1,0%
CCCCCn1nnnc1-c1nc2cc(C)c(C)cc2[nH]c1=O,-15%
Cc1ccn2c(Nc3ccccc3)c(-c3c[nH]c4ccccc34)nc2c1,2%
Fc1ccc(NC(=S)N2Cc3ccccc3-n3nncc3C2)cc1,-9%
CCOc1ccc(CCNC(=O)c2cnc3sc(N4CCOCC4)nn3c2=O)cc1,0%
COc1ccc(Cl)cc1S(=O)(=O)N1CCC(c2ccncc2)CC1,-4%
CC(=O)c1ccc(N2C(=O)N(Cc3ccc(F)cc3)c3ccccc3S2(=O)=O)cc1,5%

# Reformatted: results already given.
Compound | Tb PYK inh
CNc1ccc(-c2nc(-c3ccncc3)no2)cc1[N+](=O)[O-] | -26%
Cc1cc(Br)cn2c(Cc3cccc(F)c3)c(-c3ccc(F)cc3)nc12 | 2%

# (more compounds)
SMILES,Tb PYK inh
Cc1cn2c(=O)c(S(=O)(=O)NCCc3ccccc3)c(C)nc2s1,-6%
CCOc1ccc(C(=O)N2CCN(Cc3cc(=O)n4nc(-c5ccccc5Cl)sc4n3)CC2)cc1,1%
Cc1ccc(CNC(=O)CCc2c(C)nc3nc(C)nn3c2C)cc1,-9%
OC(c1ccc(Cl)c(F)c1)c1ncc(-c2cccc3ccccc23)[nH]1 (stereo unspecified),-11%
CCOC(=O)c1cnc2ccc(C(=O)OC)cc2c1Nc1ccc(N2CCOCC2)cc1,1%
CN1C(C)(C)CC(O)(C(=O)O)CC1(C)C,4%
Cc1cccc(-c2nc(CN3CCCC(C(=O)NCCc4ccc(Cl)cc4)C3)c(C)o2)c1 (stereo unspecified),0%
CCOC(=O)c1c(NC(=O)CSc2cn(CCNC(=O)c3ccc(OCC)cc3)c3ccccc23)sc2c1CCCC2,4%
Clc1cccc(CNc2ncnc3c2nc2n3CCCC2)c1,1%
Cc1cccc(-c2cnc(C(O)c3ccc(Cl)cc3C)[nH]2)c1 (stereo unspecified),4%
CC(C)CC1C(=O)N(Cc2cn(Cc3ccco3)nn2)CCS(=O)(=O)N1Cc1ccc(-c2ccc(F)cc2)cc1 (stereo unspecified),-8%
Cc1cc(C)n2c(NCc3ccccc3)c(-c3cc4ccccc4o3)nc2n1,2%
CC(=O)c1cccc(Nc2cc(C)nc3nc(-c4ccccc4C)nn23)c1,-2%
CN(CC(=O)Nc1cccc(Cl)c1)S(=O)(=O)/C=C/c1ccccc1,-8%
CN(C1CCCCC1)S(=O)(=O)c1ccc2c(c1)c(=O)c(C(=O)NCc1ccc(F)cc1)cn2C,-5%
Cc1ccccc1OCC(=O)OCC(=O)NC12CC3CC(CC(C3)C1)C2,3%
Cc1ccc(-c2nc(S(=O)(=O)c3ccc(Cl)cc3)c(N3CCCCC3)o2)cc1,8%
Cc1ccc(OCCSc2nnc(-c3cccs3)o2)cc1Cl,-1%
CCCn1c(=O)c2sccc2n2c(CCCC(=O)NC3CCC(C)CC3)nnc12 (stereo unspecified),2%
COc1ccc(N(CC(=O)NCCc2cccc(C)c2)S(=O)(=O)c2c(C)nn(C)c2C)cc1,0%
O=C1c2ccccc2C(c2nnnn2Cc2ccccc2)N1CCCn1ccnc1 (stereo unspecified),-1%
O=C(CCS(=O)(=O)c1cc(Br)cc2c1N(C(=O)C1CC1)CC2)Nc1ccc(Br)cc1F,1%
C[C@@H]1CN([C@@H](C)CO)C(=O)CCCn2nncc2CO[C@H]1CN(C)C(=O)c1ccc2ccn(C)c2c1,6%
O=C(COc1ccccc1Cl)NCC1(N2CCOCC2)CCCCC1,6%
O=c1c(-c2cccs2)nc2cnc(Oc3cccc(Cl)c3)nc2n1C[C@H]1CCCO1,0%
SMILES,Tb PYK inh
O=S(=O)(c1ccccc1)C1CN1c1c(F)c(F)c(F)c(F)c1F (stereo unspecified),5%
COc1cc(OC)c(NC2(c3ccccc3)C(=O)c3ccccc3C2=O)cc1Cl,-6%
COc1ccc(N2CCN(C(CNC(=O)C(=O)NCCc3ccccc3)c3cccnc3)CC2)cc1 (stereo unspecified),-3%
CCCCCC(=O)N1C[C@H](n2cc(COC(=O)c3ccccc3)nn2)[C@@H](O)C[C@@H]1c1ccccc1,-11%
COc1cccc(-c2cnc3c(NC(C)=O)cc(-c4cc(F)ccc4OC)cn23)c1,-8%
CC(=O)C1=C(c2ccc(Cl)cc2)N(C(C)=O)n2c(nnc2C2CCCCC2)S1,0%
COc1cc2c(cc1OC)C(c1c(Cl)cccc1Cl)=NCC2,1%
COc1ccc(-n2c(=O)c3ccc(C(=O)NCc4ccc(C)cc4)cc3n(Cc3ccc(C)cc3)c2=O)cc1,1%
CC1(C(=O)NS(=O)(=O)C2CC2)CCCN(C(=O)c2cccc(C(F)(F)F)c2)C1 (stereo unspecified),2%
Cc1cccc(OCC(=O)Nc2ccc(-c3nc4cc(C)ccc4o3)c(O)c2)c1,-1%
CC1=C(C(=O)N2CCOCC2)CC(CC(=O)NCc2cccc3ccccc23)C(=O)N1Cc1ccc(F)cc1 (stereo unspecified),9%
CC(=O)Nc1ccc(NC(=O)CSc2nccn2C)cc1,2%
O=NN(CC(=O)NN=CC=Cc1ccccc1)CC(=O)NN=CC=Cc1ccccc1,-6%
Cc1ccc(C)c(NC(=O)N2CCN(C)c3ncccc32)c1,5%
C[C@H](CN1CCCC1)C(=O)c1ccc(C(F)(F)F)cc1,0%
Cc1csc2nc(COC(=O)c3ccc(NC(=O)c4ccccc4Br)cc3)cc(=O)n12,0%
Cc1ccc(S(=O)(=O)N2CCC(C(=O)OCC(=O)N3C(C)CCCC3C)CC2)cc1C (stereo unspecified),1%
O=C(c1ccco1)N1CCC2(CCCN(Cc3ccncc3)C2)CC1,3%
Cc1cc(C)c(/C=C/c2onc(C)c2S(=O)(=O)N2CCC(C(=O)N3CCN(c4ccc(Cl)cc4)CC3)CC2)c(C)c1,3%
COc1ccccc1CNC(=O)C1(C)CCN1C(=O)Cc1ccc(-c2ccccc2)cc1 (stereo unspecified),5%
CCc1nc2ccc(C(=O)Nc3cccc(NS(C)(=O)=O)c3)cn2c1N(C)Cc1nccn1C,2%
Cc1ccc(-n2nc(CO)c(C(=O)NCc3cccs3)n2)cc1,0%
CCN(CC)CCCNC(=O)c1ccc(Cn2c(=O)[nH]c3cc(OC)c(OC)cc3c2=O)cc1,-3%
Nc1ncnc2c1ncn2[C@@H]1O[C@H](C(=O)NCC2CCN(Cc3ccccc3)CC2)[C@@H](O)[C@H]1O,-3%
COC(=O)c1ccc(C2CC(=O)Nc3c2c(C)nn3-c2nc(C)cc(C)n2)cc1 (stereo unspecified),-12%
SMILES,Tb PYK inh
COc1cc(-c2cnc3c(NC(C)=O)cc(-c4ccc(N5CCN(C)CC5)cc4)cn23)cc(OC)c1OC,-10%
COc1cccc(C(c2nnnn2-c2ccc3c(c2)OCCO3)N2CCC(n3c(=O)[nH]c4ccccc43)CC2)c1OC (stereo unspecified),6%
O=C(O)CCSc1nnc(-c2ccc(Cl)cc2Cl)o1,4%
CCOC(=O)c1cccc(NS(=O)(=O)c2cn(C)c(C)n2)c1,5%
Cc1cc(C)n2nc(NCc3ccccc3Cl)nc2n1,3%
COc1cccc(NC(=O)CSc2nc3ccc(NC(=O)c4ccco4)cc3s2)c1,2%
Cc1ccc(NC(=O)Cn2c(=O)n(Cc3ccccc3)c(=O)c3c(C)c(C)sc32)c(C)c1,6%
O=C1NC[C@H](CCCCN2C[C@H](Cc3ccc(O)cc3)N(CC3CCCCC3)C(=O)C2=O)N(Cc2ccccc2)C1=O,-1%
O=C1c2ccccc2C(=O)N1CCC#C/C=C1\c2ccccc2C(=O)N1c1ccccc1,-2%
CO[C@H]1[C@@H](O)[C@H](N)[C@@H](O[C@H]2O[C@@H]([C@H](C)N)CC[C@H]2N)[C@H](O)[C@@H]1N(C)C(=O)CN,8%
CCOC(=O)N1CCN(C(=O)C[C@@H]2C[C@@]3(C(=O)OC)CCCCC=C3N(Cc3cccc4ccccc34)C2=O)CC1,1%
Cc1ccc(CNC(=O)CCCn2c(=O)c3ccccc3n(CC(=O)C(C)(C)C)c2=O)cc1,-3%
CCN1CCN(c2oc(-c3ccc(COc4ccccc4C)o3)nc2C#N)CC1,0%
Cc1nc(N)c(S(=O)(=O)c2ccccc2)c(Nc2ccc(Br)cc2)n1,-5%
CC(C)(C)OC(=O)N1CCC[C@@H]1C(=O)N1CCC[C@@H]1C(=O)NCc1ccccc1Cl,-6%
CCc1ccc2nc(N(Cc3cccnc3)C(=O)c3cccs3)sc2c1,3%
CCOC(=O)c1ccc(-c2ccc(N3C(c4ccsc4)=Cc4ccc(F)cc4C3c3c[nH]c4ccc(C#N)cc34)cc2)cc1F (stereo unspecified),-11%
Cc1ccc(NC(=O)Cn2cc3c(n2)CCCC3)c(Cl)c1,3%
O=C(c1cc(-c2ccc(Br)cc2)n[nH]1)N1CCN(S(=O)(=O)c2ccc(Br)s2)CC1,1%[15.4 µM]
CC(C)(O)C#Cc1ccc(N2C(c3ccsc3)=Cc3ccc(F)cc3C2c2c[nH]c3ccc(C#N)cc23)cc1 (stereo unspecified),2%
COc1ccccc1N1CCN(c2ncccc2-c2nc(-c3ccc(Cl)cc3)no2)CC1,1%
C[C@@H]1CN([C@@H](C)CO)C(=O)CCCn2nncc2CO[C@H]1CN(C)S(=O)(=O)c1ccc2ccccc2c1,-3%
Cc1cc(C)c2c(CC(=O)N3CCN(c4cccc(Cl)c4)CC3)coc2c1,2%
COc1ccc(C(=O)NCC(c2cccnc2)N2CCc3ccccc32)cc1OC (stereo unspecified),-1%
COCCCNc1c2c(nc3ccccc13)CCC2,-3%

# Molecules from the list above containing a CF3 group (five):
SMILES,Tb PYK inh
O=C(Cn1nc(C(F)(F)F)c2c1CCCC2)Nc1cccc(Cl)c1,0%
Cc1cc(-n2c(=O)[nH]c(=O)n(C)c2=O)ccc1Oc1ccc(S(=O)(=O)C(F)(F)F)cc1,-8%
CS(=O)(=O)N(CC(=O)N1CCCC1)c1cccc(C(F)(F)F)c1,2%
CC1(C(=O)NS(=O)(=O)C2CC2)CCCN(C(=O)c2cccc(C(F)(F)F)c2)C1 (stereo unspecified),2%
C[C@H](CN1CCCC1)C(=O)c1ccc(C(F)(F)F)cc1,0%

# Returning to the listing with the 4 entries that preceded the break.
SMILES,Tb PYK inh
C[C@@H]1CN([C@@H](C)CO)C(=O)CCCn2nncc2CO[C@H]1CN(C)S(=O)(=O)c1ccc2ccccc2c1,-3%
Cc1cc(C)c2c(CC(=O)N3CCN(c4cccc(Cl)c4)CC3)coc2c1,2%
COc1ccc(C(=O)NCC(c2cccnc2)N2CCc3ccccc32)cc1OC (stereo unspecified),-1%
COCCCNc1c2c(nc3ccccc13)CCC2,-3%
COc1ccc(NC(=O)C2CC(=O)N(c3ccc(C)cc3)C2)cc1S(=O)(=O)N1CCCCC1 (stereo unspecified),-2%
O=C(NCCc1ccccc1)c1ccc2c(c1)N(Cc1ccccc1)C(=O)c1ccccc1S2(=O)=O,-7%
C[C@H](CO)N1C[C@H](C)[C@@H](CN(C)C(=O)c2ccc3c(c2)OCO3)Oc2cc(/C=C/c3ccccc3)ccc2S1(=O)=O,-3%
O=c1c2ccccc2nc(/C=C/c2cccc3ccccc23)n1-c1ccccc1Cl,-5%
OC[C@@H]1CN(Cc2ccc(Cl)cc2)C[C@H](n2cnc3c(NCc4ccncc4)ncnc32)O1,0%
O=C1CC(c2nnc(Cc3c(F)cccc3Cl)o2)CN1c1ccccc1 (stereo unspecified),-12%
COc1cccc(CNC(=O)c2cc3c(=O)oc4ccc(C)cc4c3s2)c1,1%
COc1ccc2oc(=O)c(C(=O)NCCc3c(C)[nH]c4ccc(F)cc34)cc2c1,0%
CCCCCC(O)/C=C/C=O (stereo unspecified),3%
CCOC(=O)[C@]12CCCC=C1N(Cc1ccc(Cl)cc1Cl)C(=O)[C@H](CC(=O)N1CCCC1)C2,5%
COc1cc2c(=O)n(CCC(=O)NCC3CCCO3)c(=O)n(CC(=O)Nc3c(C)cccc3C)c2cc1OC (stereo unspecified),8%

# Screens as filed in PubChem BioAssay.
